Screening results from PubChem.
RmlCD inh mix: inhibitors of RmlC and RmlD coupled enzymes. RmlC/RmlD coupled enzyme inhibition, 384-well mixture HTS. inhibition, % at 5.5 µM. AID 1532. 110,000 tested, 0.39% active; in the data active = inhibition above about 30%, passing the limit was not always enough; inconclusive = no clear call, values can overlap the other calls; also: strong numbers were not always called active
RT RNaseH block: blocks HIV-1 RNase H cleavage of RNA/DNA duplex | P04585 | RT-RNase H RNA/DNA duplex cleavage, fluorescence | inhibition, % at 10 µM | 65,000 tested, 1.9% active | AID 565; in the data active = inhibition above about 50%
* hit, by the source's call; ? = inconclusive; . = no result given. Some of the compounds tested; rates above refer to the full screens.

| Molecule | RmlCD inh mix | RT RNaseH block |
| --- | --- | --- |
| CCN1CCN(CC(=O)c2c[nH]c3ccc(C)cc23)CC1 | -11 | . |
| COC(=O)c1sccc1NC(=O)c1ccco1 | 10 | -5 |
| CC(Oc1ccc(Cl)cc1)C(=O)/C=C/N(C)C (centres undefined) | 11 | . |
| Cn1c(=O)c(=O)n(C)c2cc(S(=O)(=O)Nc3ccc4c(c3)OCCO4)ccc21 | 4 | -2 |
| COC(=O)c1ccc(COc2ccccc2/C=N/NS(=O)(=O)c2ccc(C)cc2)cc1 | -9 | . |
| O=S(=O)(c1ccccc1)c1nc(-c2ccccc2)oc1NCc1cccnc1 | 16 | -12 |
| Cc1ccc(-c2ccc3c(c2)S(=O)(=O)c2ccccc2C3=O)cc1 | 13 | . |
| FC(F)(F)c1nc2ccccc2n2c(-c3ccc(Cl)cc3)nnc12 | -14 | . |
| COc1ccc(NC(=O)Nc2nnc(N3CCCCC3C)s2)cc1OC (centres undefined) | . | -2 |
| CC1(C)Cc2c(c(N3CCOCC3)nc3sc4c(=O)[nH]cnc4c23)CS1 | 7 | 7 |
| CCC(=O)Nc1ccc(NC(=O)C23CC4CC(CC(C4)C2)C3)cn1 | -4 | 0 |
| CCn1cc(C(=O)NCCN(C)CCc2ccccc2)c(=O)c2cc(S(=O)(=O)N(C)C)ccc21 | -6 | 2 |
| O=c1o[nH]c(-c2ccccc2)c1C1=NCCCCC1 | -1 | -59 |
| COCc1cc(C)nc2sc3c(=O)n(Cc4ccco4)nnc3c12 | -8 | -57 |
| CCN(CC)CC(O)Cn1c2ccccc2c2ccccc21 (centres undefined) | 10 | -6 |
| CC(C)(Oc1ccc(Cl)cc1)C(=O)NCc1ccco1 | -2 | -10 |
| Clc1ccccc1-c1nnc2sc(-c3ccco3)nn12 | -15 | -24 |
| Cc1nc(CSc2nnc3scc(-c4ccc(Cl)cc4)n23)cs1 | 3 | -81 |
| O=C(CCN1c2ccccc2Sc2ccccc21)OCc1nnc(-c2ccccc2)o1 | -16 | -9 |
| c1cncc(-c2nnc(C3CCCCC3)o2)c1 | 12 | -3 |
| CC1CC(C)CN(C2CCN(Cc3cccnc3)CC2)C1 (centres undefined) | 3 | . |
| Cc1nc(-n2[nH]c3c(c2=O)CCCC3)[nH]c(=O)c1Cc1ccccc1 | 0 | . |
| O=C(NC(=S)NCC1COc2ccccc2O1)c1ccccc1 (centres undefined) | 15 | . |
| CCOC(=O)c1[nH]c(C)c(/C(O)=C2\C(=O)C(=O)N(CCN(C)C)C2c2cccc(OC)c2OC)c1C (centres undefined) | 9 | 2 |
| CC1CCCCN1c1cc(C#N)c(C#N)cc1[N+](=O)[O-] (centres undefined) | -1 | . |
| Cc1ccccc1S(=O)(=O)Cc1ccc(C(=O)N2CCN(C3CCCCC3)CC2)o1 | -9 | -12 |
| Cc1cc(C)c2c(=O)n(CC(=O)NCCCN3CCOCC3)sc2n1 | 16 | 90* |
| O=C(Nc1cccc(Cl)c1)OCc1cnc(Cl)s1 | -5 | . |
| O=C(Cn1c(=O)n(CCCCC(=O)NC2CCCC2)c(=O)c2ccccc21)NCCC1=CCCCC1 | 12 | . |
| CCC(CC)c1nnc(NC(=O)c2c(C)nn(Cc3ccccc3Cl)c2C)s1 | 12 | . |
| Cc1cc(C)cc(CC2CC(=O)N(c3ccc4c(c3)OCCO4)C2=O)c1 (centres undefined) | -10 | -5 |
| COc1ccc(CCNC(=O)c2ccc(Cl)cc2Cl)cc1 | -15 | . |
| COC(=O)c1ccccc1NC(=O)Cn1c(CCC(=O)O)ccc1-c1cccs1 | 11 | . |
| Cn1c(=O)cc(OCCCC(=O)NC2CCCC2)c2ccccc21 | -12 | -61 |
| CC1CCN(c2ccc(NC(=S)NC(=O)c3ccco3)cc2)CC1 | -8 | . |
| COc1ccc(OC)c(C(=O)COC(=O)C2CC3CCCC(C2)C3=O)c1 (centres undefined) | -3 | -12 |
| Cc1cc(NC(=O)c2ccc3c(c2)OCO3)ccc1NC(=O)c1ccco1 | 16 | . |
| CS/C(=C\[N+](=O)[O-])Nc1ccc(F)cc1 | 13 | . |
| COc1ccc(NC(=O)C2CCN(C(=O)c3ccc(OC)cc3)CC2)cc1 | -17 | . |
| COc1ccccc1CNC(=O)c1cc(-c2ccccc2)nn1CC1CC(c2cccnc2)=NO1 (centres undefined) | -10 | . |
| O=C(CSCc1ccc(Cl)cc1)NCC1CCCO1 (centres undefined) | 10 | -2 |
| Nc1ccc(-c2nnc(-c3ccc(-c4ccccc4)cc3)o2)cc1 | ? | 81* |
| O=C(c1cc2ccccc2oc1=O)N(Cc1ccco1)CC1CCCO1 (centres undefined) | -14 | -2 |
| O=C1C(NS(=O)(=O)c2cccs2)=C(N2CCN(c3cccc(C(F)(F)F)c3)CC2)C(=O)c2ccccc21 | 7 | . |
| COc1cccc(C(=O)Nc2ccc(-c3nc4ccccc4o3)c(O)c2)c1 | -160 | 66* |

An excerpt from further up:
| Molecule | RmlCD inh mix | RT RNaseH block |
| --- | --- | --- |
| Cc1cc(C)cc(CC2CC(=O)N(c3ccc4c(c3)OCCO4)C2=O)c1 (centres undefined) | -10 | -5 |
| COc1ccc(CCNC(=O)c2ccc(Cl)cc2Cl)cc1 | -15 | . |

Additional compounds.
| Molecule | RmlCD inh mix | RT RNaseH block |
| --- | --- | --- |
| Cc1ccccc1C1=NC(c2ccc(F)cc2F)ON1 (centres undefined) | -5 | -19 |
| O=C(NCc1cccnc1)c1ccc(CS(=O)(=O)c2ccc(Br)cc2)o1 | 2 | -9 |
| C=CCNC(=O)COc1ccc(Br)cc1Cl | 1 | -28 |
| COc1ccc(-n2cnc3ccccc32)cc1 | 19 | . |
| CCNc1nc(Oc2ccc(Cl)cc2Cl)cc(C(F)(F)F)n1 | 5 | . |
| COC(=O)C(NC(=O)c1ccccc1Cl)(Nc1ncc(S(=O)(=O)c2ccc([N+](=O)[O-])cc2)s1)C(F)(F)F (centres undefined) | 10 | . |
| O=C(C/C=N/OCc1c(Cl)cccc1Cl)c1cnc(-c2ccccc2)s1 | -11 | . |
| CCOC(=O)N1CCC(N(CCOC)C(=O)Nc2ccc(C)c(C)c2)CC1 | -24 | . |
| COc1ccc(S(=O)(=O)N(CC(=O)N2CCOCC2)c2cc(Cl)ccc2OC)cc1OC | -11 | -7 |
| COc1ccccc1N1CCN(C(=O)CCCn2c(=O)[nH]c3ccsc3c2=O)CC1 | 13 | -3 |
| N#C/C(=C/c1cc(Br)cs1)C(=O)NCC1CCCO1 (centres undefined) | -9 | . |
| Nc1nc(-c2ccc3c(c2)CCCC3)cs1 | 2 | -30 |
| O=C(NC1CCCCC1)c1cccnc1C(=O)O | -3 | -14 |
| COc1cc(/C=C/C(=O)c2c(O)ccc3c(C)cc(=O)oc23)ccc1O | 1 | . |
| O=C(CCC(=O)N1CCN(S(=O)(=O)c2ccccc2)CC1)c1cccs1 | -6 | 10 |
| O=C(c1ccco1)N1CCN(C(c2ccc(F)cc2)c2nnnn2CC2CCCO2)CC1 (centres undefined) | -16 | 0 |
| COc1ccc(Nc2nc(C(=O)NCCCN3CCOCC3)cs2)cc1 | 7 | -18 |
| CCc1nnc(NC(=O)C2CCN(C(=O)NC3CCCCC3)CC2)s1 | . | 28 |
| Cc1cccc(OC(C)C(=O)N(Cc2cccs2)C2CCS(=O)(=O)C2)c1C (centres undefined) | -95 | 3 |
| CCCCc1nnc(NC(=O)CCSc2ccccc2)s1 | 1 | . |
| Cc1ccccc1C1NC(=O)Cc2ccccc21 (centres undefined) | -11 | . |
| COc1ccc(C[C@H]2CN3C(=NC[C@@H]3Cc3ccc(O)cc3)N2C[C@H](C)NC(=O)CCC2CCCCC2)cc1 | 5 | . |
| O=C(NC(c1ccccc1)c1ccccc1)C1CCCN(S(=O)(=O)c2cnc[nH]2)C1 (centres undefined) | 4 | -5 |
| O=C(NC1CCCCC1)C1CC(O)CN1C(=O)OCc1ccccc1 (centres undefined) | -6 | -5 |
| CC1C/C(=N/O)C(C)CN1 (centres undefined) | -3 | . |
| CC1Cc2nc(SCC(=O)Nc3ccc4c(c3)OCCO4)n(C)c(=O)c2S1 (centres undefined) | 8 | -2 |
| COC(=O)CSc1nnc(-c2ccc(OC)cc2OC)o1 | -6 | -19 |
| COc1ccc(-c2[nH]c(-c3ccc4c(c3)OCO4)nc2-c2ccccc2)cc1 | -12 | . |
| Cc1nc2nc3c(c(=O)n2[nH]1)CCC3 | -1 | -24 |
| CN(C)c1cc[n+](Cc2ccccc2)cc1 | -12 | -4 |

Next entries follow:
compound	RmlCD inh mix	RT RNaseH block
COc1ccc(C2C(C(=O)Nc3ccccc3)=C(C)N=C3SCC(=O)N32)cc1 (centres undefined)	-14	.
Cc1nc(CN2CCN(C(=O)c3ccc(C(C)(C)C)cc3)CC2)cs1	-12	.
Cc1nc2nc[nH]n2c(=O)c1NC(=O)CC12CC3CC(CC(C3)C1)C2	4	-9
CC1CN(c2cc(=O)n(-c3ccccc3)c(=O)[nH]2)CC(C)O1 (centres undefined)	-12	-3
COc1ccc(-c2ccc3oc(-c4ccsc4)c(-c4ccc(OC)cc4)c3c2)cc1	-18	.
CCn1cc(C(=O)NC2CCCCC2)c(=O)c2ccc(C)nc21	-8	.
O=[N+]([O-])c1ccc(Cl)cc1Sc1cccc2cccnc12	5	.
CCOC(=O)C1=C(C)Nc2nc(SC)nn2C1c1ccc(C(=O)OC)cc1 (centres undefined)	-8	-10
CCCOC(=O)c1ccc(NC(=O)C2C3C=CC(O3)C2C(=O)O)cc1 (centres undefined)	-11	-1
Cc1cc(NC(=O)c2c(Cl)cnn2C)no1	-73	.
CC1CN(c2cc(=O)n(Cc3ccc(F)cc3)c(=O)[nH]2)CC(C)O1 (centres undefined)	-6	0
O=C(CC(c1ccccc1)c1cc(Br)ccc1O)NCCN1CCOCC1 (centres undefined)	-25	1
NCC(CC(=O)O)C1CCCCC1 (centres undefined)	-5	.
N#Cc1cc2c(nc1SCC(=O)N1CCCCC1)CCCC2	-12	-49
CCN(CC)c1ccc(C2C3CCCCC3(O)CCN2CC(=O)Nc2ccccc2)cc1 (centres undefined)	-13	.
CCC(C)Sc1nc(O)c(Cc2ccccc2)c(=O)[nH]1 (centres undefined)	-6	.
CC(=O)n1cc([C@@H]2C=C(C(=O)NCc3ccccc3)O[C@H](OCCCCO)C2)c2ccccc21	4	.
O=C(c1ccc(CS(=O)(=O)c2ccc(Br)cc2)o1)N1CCCC1	4	-8
CC1(C)CC(=O)C2=C(C1)Nc1ccccc1N1C(=O)c3ccccc3C21 (centres undefined)	9	.
Cc1ccc2c(c1)C(O)(CC(=O)c1ccc3c(c1)OCO3)C(=O)N2 (centres undefined)	11	-14

Some of these compounds in order of count of non-hydrogen atoms, falling:
compound	RmlCD inh mix	RT RNaseH block
CCN(CC)c1ccc(C2C3CCCCC3(O)CCN2CC(=O)Nc2ccccc2)cc1 (centres undefined)	-13	.
CC1(C)CC(=O)C2=C(C1)Nc1ccccc1N1C(=O)c3ccccc3C21 (centres undefined)	9	.
CC1CN(c2cc(=O)n(Cc3ccc(F)cc3)c(=O)[nH]2)CC(C)O1 (centres undefined)	-6	0
N#Cc1cc2c(nc1SCC(=O)N1CCCCC1)CCCC2	-12	-49
NCC(CC(=O)O)C1CCCCC1 (centres undefined)	-5	.

Some of the entries above in a different format.
Results follow in this order: RmlCD inh mix | RT RNaseH block
CCC(CC)c1nnc(NC(=O)c2c(C)nn(Cc3ccccc3Cl)c2C)s1
 : 12 | .
Cc1cc(C)cc(CC2CC(=O)N(c3ccc4c(c3)OCCO4)C2=O)c1 (centres undefined)
 : -10 | -5
COc1ccc(CCNC(=O)c2ccc(Cl)cc2Cl)cc1
 : -15 | .
COC(=O)c1ccccc1NC(=O)Cn1c(CCC(=O)O)ccc1-c1cccs1
 : 11 | .

Going on with the list:
compound	RmlCD inh mix	RT RNaseH block
COC(=O)c1cc(-c2ccc(Br)cc2)n[nH]1	-6	-2
CC(C)(C)c1cc(C(=O)N2CCN(c3ncccn3)CC2)ccn1	-6	-7
COC(=O)C(CCSC)NC(=O)CNS(=O)(=O)c1ccc(F)cc1 (centres undefined)	-14	.
Cc1ccc(NC(=O)Cn2nc(C)cc2C)cc1	3	-4
Cn1c(-c2ccco2)nc2cc3ccccc3cc21	16	-1
CCOC(=O)c1cc(C(O)(C(=O)OC)C(F)(F)F)c(/N=C/N(C)C)o1 (centres undefined)	-16	.
Clc1ccc(C(c2nnnn2C2CCCC2)N2CCN(c3nc4ccccc4s3)CC2)cc1 (centres undefined)	0	.
O=C(CCNS(=O)(=O)c1cccc2nsnc12)NC1CCCc2ccccc21 (centres undefined)	-5	-2
COc1ccc(N2C(=O)CSC2c2ccc3c(c2)OCO3)cc1 (centres undefined)	-14	-8
COc1ccc(-c2ccc(-c3noc(-c4ccccc4F)n3)c(OC)n2)cc1	-25	54*
COc1ccc(O)c(/C=N/c2sc(C)c(C)c2C#N)c1	5	.
O=C(O)c1cccc(C(=O)O)n1	-3	17
CCn1c(SCC(=O)N2CCN(c3ccccc3F)CC2)nnc1-c1ccoc1C	-11	-6
Cc1cccc(-c2cc3nc(C)cc(NCCCn4ccnc4)n3n2)c1	0	.
CC1(C)Cc2nc(NCCN3CCOCC3)c(C#N)cc2CO1	3	-3
CC(C)Cc1nnc(NC(=O)CSc2nc(N)cc(=O)[nH]2)s1	5	.
O=C(CSc1nnc(-c2ccco2)n1Cc1ccco1)N1CCOCC1	1	-3
COc1cccc(-n2cnc3scc(-c4cccs4)c3c2=O)c1	-7	-18
CCCS(=O)(=O)N1CCC(C(=O)NC2CCCCC2C)CC1 (centres undefined)	.	-10
CCc1nnc(NC(=O)CSc2nnc(-c3ccco3)n2CC)s1	8	0
CC(C)C(=O)N1C2CCC1CC(O)(c1ccc(F)cc1)C2 (centres undefined)	4	.
CCNc1nc(Oc2c(Cl)cccc2Cl)cc(C(F)(F)F)n1	3	.
CN1CCN(CCC(=O)Nc2cccc(F)c2)CC1	-16	-2
